Bioassay records as filed in PubChem.
NPR2 activator: GC-B (human) receptor activation | P20594 | HEK293-GC-B cells, CNP EC30, cGMP TR-FRET; 0% at EC30 CNP, 100% saturating CNP | activation, % at 10 µM | 370,000 tested, 0.11% active | AID 1920062;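 active = activation at 10 µM reaching about 35% in either raw or pattern-adjusted values, limit read from the data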
FXN GAA850 act: activators of GAA850 frataxin (FXN) promoter; HEK293 lucGAA850 FXN promoter luciferase reporter, 24 h; percent of 10 µM SAHA response; activation, % at 6 µM; 360,000 tested, 0.56% active;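 active = activation above the average of all compounds screened plus 3 SD, cutoff fixed separately per campaign, cut at about 7.5% in these data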;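 also: 0% = DMSO wells and 100% = 10 µM SAHA wells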
ssDAF-12 act: S. stercoralis DAF-12 activation, primary screen | activation, % at 6.8 µM | HEK293 ssDAF-12/GRIP1 lit1-tk-luc reporter, luminescence; % of 3 µM dafachronic acid response | 370,000 tested, 1% active;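 active = activation above the mean over all tested compounds plus 3 SD, cut at about 0.9% in these data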;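 also: 0% = DMSO-only wells and 100% = 3 µM delta7-dafachronic acid wells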
NPR1 activator: GC-A (human) enzyme activation | 370,000 tested, 0.14% active | HEK293 GC-A cells, cGMP TR-FRET, EC30 ANP; 0% at EC30 ANP, 100% saturating ANP | activation, % at 10 µM | P16066; in the data active = activation above about 40%
hgDAF-12 ag: agonists of H. glycines DAF-12 nuclear receptor; HEK293 GAL4-hgDAF12 UAS-luciferase reporter, agonist luminescence; normalized to butyrate control; activation, % at 6.8 µM; 370,000 tested, 1.8% active; AID 687014;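 active = activation above a cutoff set at the mean of all screened compounds plus 3 SD, cut at about 10% in these data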;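 also: 0% = DMSO wells and 100% = sodium butyrate wells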
SMARCA2 act: activators of SMARCA2 function; MG213 cells, MMTV-luciferase reporter, dexamethasone, overnight; activation, % at 9.1 µM; 370,000 tested, 1% active; in the data active = activation above about 7.8%;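 also: 0% = vehicle wells and 100% = reference activator wells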
hcDAF-12 act: activates DAF-12 receptor from parasite H. contortus; HEK293 hcDAF-12 lit1-tk-luc reporter, luminescence; 0% DMSO, 100% Δ7-dafachronic acid; activation, % at 6.8 µM; 370,000 tested, 1.4% active;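 active = activation above the mean of all tested compounds plus 3 SD, cut at about 5.5% in these data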;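 also: 100% = response to 3 µM Δ7-dafachronic acid high control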
sPLA2-III inh: Blocks human group III sPLA2 activity | QFRET BODIPY PC-A2 liposome hydrolysis, fluorescence | inhibition, % at 12.2 µM | 370,000 tested, 0.56% active | AID 743126;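 active = inhibition above mean plus 3 SD of compounds lying within the high and low control bounds, cut at about 19% in these data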;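 also: 0% = median of test compound wells and 100% = no enzyme DMSO wells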
Target sequence (Q9NZ20 whole entry, looked up): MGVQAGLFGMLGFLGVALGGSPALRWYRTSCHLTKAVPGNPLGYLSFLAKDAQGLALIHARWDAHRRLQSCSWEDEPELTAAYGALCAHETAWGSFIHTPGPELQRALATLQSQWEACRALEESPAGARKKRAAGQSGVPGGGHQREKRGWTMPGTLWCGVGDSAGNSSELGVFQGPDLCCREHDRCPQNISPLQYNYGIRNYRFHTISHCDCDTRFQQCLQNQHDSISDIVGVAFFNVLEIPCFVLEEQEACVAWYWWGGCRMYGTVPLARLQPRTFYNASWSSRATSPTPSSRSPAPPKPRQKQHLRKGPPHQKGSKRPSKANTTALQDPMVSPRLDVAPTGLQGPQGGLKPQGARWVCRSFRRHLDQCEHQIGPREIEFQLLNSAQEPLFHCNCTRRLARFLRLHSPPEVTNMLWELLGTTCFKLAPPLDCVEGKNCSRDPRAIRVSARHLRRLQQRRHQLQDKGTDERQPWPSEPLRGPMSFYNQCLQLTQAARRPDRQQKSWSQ
DAX1 inh-1: inhibitors of human orphan nuclear receptor DAX1 (NR0B1); inhibition, % at 6.75 µM; 340,000 tested, 0.99% active; HEK293 Gal4-DAX1 luciferase reporter, luminescence; AID 504766;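 active = inhibition above the mean over all tested compounds plus 3 SD, cut at about 4.2% in these data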;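 also: 0% = DAX1-transfected cells with DMSO and 100% = empty-vector control cells with DMSO; inhibition shows as a rise in luminescence from relieved DAX1 repression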
Target sequence (P51843 207-470 limits assumed): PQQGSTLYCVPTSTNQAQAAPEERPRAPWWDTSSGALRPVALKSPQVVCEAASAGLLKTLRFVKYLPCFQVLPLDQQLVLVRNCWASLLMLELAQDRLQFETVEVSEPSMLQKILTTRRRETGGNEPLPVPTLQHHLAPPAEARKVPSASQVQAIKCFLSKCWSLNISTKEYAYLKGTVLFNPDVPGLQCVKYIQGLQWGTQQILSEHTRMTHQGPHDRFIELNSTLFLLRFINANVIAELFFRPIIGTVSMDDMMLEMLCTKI
DAX1 inh-2: DAX1 (NR0B1) inhibition, primary screen | AID 652010 | HEK293T StAR-luciferase reporter, SF-1/DAX-1 repression relief | inhibition, % at 6.8 µM | 370,000 tested, 1.1% active;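 active = inhibition above the mean over all tested compounds plus 3 SD, cut at about 3.6% in these data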;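 also: 0% = DAX-1 cells with DMSO and 100% = cells lacking DAX-1 with DMSO; higher inhibition means more luminescence from relief of DAX-1 repression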
proKLK7 act: activates the human kallikrein-7 zymogen; P49862; purified proKLK7, EDANS-DABCYL substrate fluorescence; 100% is mature enzyme control, 0% vehicle; activation, % at 7 µM; 370,000 tested, 0.9% active;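 active = activation above the mean of all tested compounds plus 3 SD, computed per campaign excluding outliers beyond control limits, cut at about 13% in these data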
Target sequence (P49862 whole entry, looked up): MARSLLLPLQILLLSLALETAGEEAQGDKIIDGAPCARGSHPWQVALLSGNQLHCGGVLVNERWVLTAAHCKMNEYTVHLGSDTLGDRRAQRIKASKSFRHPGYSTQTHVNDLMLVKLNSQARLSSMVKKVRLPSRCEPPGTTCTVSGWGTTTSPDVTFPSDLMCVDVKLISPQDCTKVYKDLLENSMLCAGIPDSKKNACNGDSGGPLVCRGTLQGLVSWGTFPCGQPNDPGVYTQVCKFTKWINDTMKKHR
* hit, by the source's call; nt = not tested or not shown.

SMILES | NPR2 activator | FXN GAA850 act | ssDAF-12 act | NPR1 activator | hgDAF-12 ag | SMARCA2 act | hcDAF-12 act | sPLA2-III inh | DAX1 inh-1 | DAX1 inh-2 | proKLK7 act
Cc1cc(C)n2cc(CSCC(=O)O)nc2n1 | 1.7 | -0.6 | -0.6 | -0.6 | 1.1 | 0.1 | 0.5 | 11.9 | 0.7 | -0.4 | 2.7
COc1ccc(C(O)c2nc(-c3ccc(C)c(C)c3)cs2)cc1 (stereo unspecified) | 1.1 | 0.2 | -1.7 | 1.4 | 0.1 | -0.8 | -1.5 | -23.1 | nt | -1.0 | 0.0
OCC[C@@H]1C[C@H](O)[C@@H](O)[C@@]2(CCc3ccccc3O2)O1 | -0.1 | -0.5 | -0.6 | 2.4 | -1.3 | -0.1 | 0.1 | 4.1 | 0.2 | -0.1 | 0.6
CCc1ccccc1NC(=O)CN(C)C(=O)COC(=O)c1ccccc1Cl | 3.8 | 0.3 | -0.7 | 5.7 | 1.5 | -0.1 | 1.7 | -1.6 | 0.3 | -1.3 | 1.0
COc1ccc(/C=C(\C#N)C(=O)NCCc2ccccc2)cc1OCc1ccccc1 | 10.0 | 0.9 | -1.5 | 11.1 | 2.4 | -2.6 | -0.4 | 0.0 | 0.2 | -0.4 | -0.5
CCc1ccccc1NC(=O)Cc1ccc(-n2cccc2)cc1 | 4.4 | 3.0 | -2.0 | 4.3 | 1.3 | -4.1 | -0.6 | -19.7 | -1.1 | 0.1 | -0.1
CCOC(=O)C1CCN(C(=O)c2cccc(S(=O)(=O)N(CC)c3ccccc3)c2)CC1 | 10.4 | 0.3 | -1.2 | 2.4 | 0.1 | -2.1 | -0.4 | 7.2 | -0.8 | 0.0 | 0.8
Cn1nc(C(=O)Nc2nnc(C3CC3)s2)c2ccccc2c1=O | -3.9 | 0.8 | -1.2 | -5.0 | 0.8 | 2.2 | -1.0 | 3.0 | 0.0 | -0.1 | 0.1
CC(=O)Oc1ccc(N(C(C)=O)S(=O)(=O)c2ccc(C)cc2)c2ccccc12 | 0.4 | 0.8 | -2.2 | -1.9 | -4.8 | -5.9 | -2.0 | -17.9 | -2.1 | -1.9 | 0.1
CCSc1nc2nn(-c3ccccc3)c(=O)c-2c2n1CCCCC2 | -7.6 | 1.8 | -1.3 | 2.1 | 0.8 | 2.9 | -1.9 | 3.2 | -1.1 | 0.3 | 0.2
Cc1cc(C)c(NS(=O)(=O)c2ccc(NC(=O)c3cccs3)cc2)c(C)c1 | 2.3 | -0.3 | -1.3 | -4.7 | -2.0 | -2.2 | -2.9 | -19.2 | -1.0 | -1.5 | -2.3
c1ccc(OCc2nc3ccccc3[nH]2)cc1 | -3.7 | 4.5 | -0.9 | -3.6 | 11.0* | 7.7 | -0.2 | 0.0 | 2.6 | 2.3 | 0.4
CCOC(=O)Cc1csc(NC(=O)Cc2ccc([N+](=O)[O-])cc2)n1 | 5.7 | 1.5 | -0.6 | -2.6 | -0.1 | 0.8 | -0.5 | -38.7 | 0.1 | 0.0 | -0.7
CCOC(=O)C1CCCN(C(=O)c2cn(CC)c(=O)c3cc(OC)c(OC)cc23)C1 (stereo unspecified) | 1.0 | -2.0 | -1.1 | -6.0 | -0.6 | -1.1 | -0.3 | 4.6 | -1.9 | -1.1 | -0.7
C/C(=N\O)c1c(O)cc(-c2ccccc2)n(-c2ccccc2)c1=O | 8.1 | -0.7 | -1.6 | -6.4 | 1.8 | 0.1 | -1.3 | -0.8 | nt | 0.3 | 0.9
COc1ccc(OCC(=O)N2CCN(S(=O)(=O)c3ccccc3[N+](=O)[O-])CC2)cc1 | -2.0 | 4.3 | -0.7 | 1.5 | -3.6 | -5.0 | -0.8 | -0.1 | -0.2 | -0.5 | 0.5
COc1ccc(NC(=O)c2c(F)cccc2F)cc1S(=O)(=O)Nc1ccc(Br)cc1 | -3.9 | -1.4 | -0.3 | -8.1 | -1.5 | -1.9 | 0.2 | -28.9 | 0.7 | 0.7 | 0.1
Cc1cc(C(=O)NCC(=O)OC(C)C(=O)N2CCOCC2)ccc1[N+](=O)[O-] (stereo unspecified) | -0.3 | 1.0 | -1.4 | 1.5 | -0.6 | -1.0 | 0.1 | 14.8 | 0.3 | -2.5 | 0.3
Clc1ccc(C(c2nnnn2C2CCCC2)N2CCSCC2)cc1 (stereo unspecified) | -18.9 | -0.3 | -1.3 | -38.3 | -1.5 | -2.8 | 1.9 | -0.6 | -0.4 | -0.2 | -0.1
Cc1ccc(OCC(=O)NNC(=O)c2cc(S(=O)(=O)N(C)C)ccc2N2CCCC2)cc1 | 6.7 | -1.8 | -1.6 | -1.0 | -2.2 | -5.0 | 0.7 | 1.1 | 0.6 | 0.3 | 0.8
O=C(C1=C[C@H](c2coc3ccccc3c2=O)C[C@H](OCCCCO)O1)N1CCN(Cc2ccccc2)CC1 | 1.9 | -1.3 | -1.0 | -1.1 | -1.4 | 0.6 | 0.0 | -1.4 | 0.1 | -0.5 | 1.0
Cc1cccc(NC(=O)c2ccc(Cn3cc(C(F)(F)F)ccc3=O)cc2)c1 | -16.7 | -2.1 | -1.5 | -9.9 | -0.9 | 1.1 | -1.1 | -1.4 | -1.2 | -0.4 | -0.3
O=C(O)C1CCC(Cn2c(SCc3cc(=O)n4cc(Br)ccc4n3)nc3ccsc3c2=O)CC1 (stereo unspecified) | -1.9 | 4.1 | -1.7 | 3.2 | -3.2 | -2.8 | 1.8 | 5.8 | -2.2 | 1.1 | -0.2
O=C(NC1CCCC1)C(c1ccc(Cl)cc1)N1CCc2ccccc21 (stereo unspecified) | -16.4 | -1.2 | -0.5 | -10.1 | 3.0 | -1.3 | 2.1 | -5.9 | 1.1 | -0.3 | -0.3
Cc1ccccc1NC(=O)CSc1nc2ccc(Nc3nc(N4CCOCC4)nc(N4CCOCC4)n3)cc2s1 | 0.3 | -0.9 | -1.5 | -5.8 | -1.4 | 0.0 | -2.4 | -3.2 | 0.3 | -1.3 | 0.5

Overlap with the part before: 3 entries, followed by the next part.
SMILES | NPR2 activator | FXN GAA850 act | ssDAF-12 act | NPR1 activator | hgDAF-12 ag | SMARCA2 act | hcDAF-12 act | sPLA2-III inh | DAX1 inh-1 | DAX1 inh-2 | proKLK7 act
O=C(O)C1CCC(Cn2c(SCc3cc(=O)n4cc(Br)ccc4n3)nc3ccsc3c2=O)CC1 (stereo unspecified) | -1.9 | 4.1 | -1.7 | 3.2 | -3.2 | -2.8 | 1.8 | 5.8 | -2.2 | 1.1 | -0.2
O=C(NC1CCCC1)C(c1ccc(Cl)cc1)N1CCc2ccccc21 (stereo unspecified) | -16.4 | -1.2 | -0.5 | -10.1 | 3.0 | -1.3 | 2.1 | -5.9 | 1.1 | -0.3 | -0.3
Cc1ccccc1NC(=O)CSc1nc2ccc(Nc3nc(N4CCOCC4)nc(N4CCOCC4)n3)cc2s1 | 0.3 | -0.9 | -1.5 | -5.8 | -1.4 | 0.0 | -2.4 | -3.2 | 0.3 | -1.3 | 0.5
Cc1ccc(-c2nc3ccccc3[nH]2)cc1NC(=S)NC(=O)c1ccccc1Br | -3.4 | -1.4 | -1.3 | 0.5 | -0.3 | 2.3 | -2.0 | -5.0 | -2.9 | -0.7 | 0.9
CCCSc1ccc([C@H]2N[C@@](CC(C)C)(C(=O)OC)[C@H]3C(=O)N(C)C(=O)[C@@H]23)cc1 | -0.9 | -1.1 | -1.1 | 2.6 | -0.9 | -0.7 | 1.6 | 0.0 | 0.6 | 0.1 | 0.2
COc1cc(C2C(C(=O)Nc3ccccc3OC)=C(C)Nc3ncnn32)ccc1O (stereo unspecified) | -8.7 | -1.3 | -1.3 | -4.9 | 3.4 | -2.2 | 3.3 | -0.4 | -0.4 | 0.1 | 0.0
O=C(O)CCc1ccc(-c2ccc(Br)cc2)n1-c1ccc(O)cc1 | 8.0 | -0.1 | -1.1 | 16.9 | 2.2 | 3.4 | 0.3 | -78.0 | -1.0 | 0.4 | -0.4
NC(=O)C1CCN(S(=O)(=O)c2ccc3c(c2)OCCO3)CC1 | -0.8 | -0.6 | -1.5 | 2.8 | 6.7 | -0.7 | -0.9 | 3.6 | 0.1 | 0.2 | 0.6
Cc1ccsc1C1NC(=O)c2c(sc3c2CCN(C)C3)N1 (stereo unspecified) | 3.9 | -1.0 | -1.1 | 3.2 | 1.7 | -0.1 | 0.2 | -9.7 | -0.1 | 0.0 | 5.4
COc1ccc(OC)c(NC(=O)c2cnc3n(c2=O)CCS3)c1 | -2.9 | 2.4 | -0.9 | -0.8 | 1.3 | -1.6 | 0.0 | -1.8 | 0.9 | -0.1 | 0.5
COc1ccc(C(=O)NCc2cccs2)cc1S(=O)(=O)N1CCOCC1 | -1.1 | -0.7 | -1.7 | -3.3 | 1.3 | -2.4 | -0.3 | 1.4 | -0.5 | -0.2 | -0.1
O=S(=O)(Cc1cc(Sc2ccc(Cl)cc2)nc(-c2ccccc2)n1)c1ccccc1 | 0.3 | 1.6 | -1.0 | -2.1 | 1.6 | -2.4 | -0.7 | 4.2 | -0.2 | -0.2 | 0.4
CCN(CC(=O)NCc1ccc(F)cc1)CC(=O)Nc1ccc(Br)cc1F | -2.7 | -0.2 | -1.4 | -0.8 | 0.8 | -0.7 | -1.2 | -10.6 | 0.8 | -1.3 | 1.3
O=C(Nc1ccc(S(=O)(=O)Nc2ncccn2)cc1)c1ccco1 | 3.7 | -0.8 | -0.5 | -3.0 | -1.6 | -1.6 | -1.5 | -4.4 | -0.1 | 0.5 | 0.4
COCCCNC(=O)C[C@@H]1C(=O)N(CCc2ccc(Cl)cc2)C2=CCCCC[C@]21C(=O)OC | 1.5 | nt | -0.9 | 1.2 | -1.2 | -0.4 | -2.7 | 5.4 | nt | -2.0 | 0.4
C[C@H]1CN(c2ccc(Br)cc2)C(=O)[C@@H]1CC(=O)Nc1ccc(Br)cc1 | 1.6 | 1.4 | -1.6 | -3.0 | 2.3 | 0.9 | -0.9 | 2.4 | 0.6 | 0.3 | 0.2
Cc1ccc(NC(=S)Nc2ccc(OC(F)F)c(Cl)c2)cc1Cl | 0.2 | 0.9 | -0.6 | 9.8 | -0.7 | -0.6 | -2.7 | -0.9 | -0.9 | 0.1 | 0.3
O=C(Nc1ccccc1)OCC1CCCO1 (stereo unspecified) | -3.8 | 3.5 | -1.5 | -3.1 | 3.0 | 0.3 | -0.6 | 7.8 | 0.8 | 0.6 | 0.4
NC(=O)[C@@H]1CCCN1C(=O)c1cc(COc2ccc(F)cc2F)on1 | 3.6 | -0.3 | -0.5 | 14.9 | -0.6 | -1.0 | 0.2 | 2.9 | 0.8 | 0.1 | 0.7
CCOC(=O)C(NC(=O)N1CCCCC1)(c1ccccc1)C(F)(F)F (stereo unspecified) | 2.0 | 1.7 | -0.9 | 0.3 | -2.2 | -1.9 | -0.5 | 0.5 | 0.2 | -0.3 | 0.1
O=C1c2cccc(OCC(=O)N3N=C(c4cccs4)CC3c3ccc(F)cc3)c2CCN1Cc1ccccc1 (stereo unspecified) | 1.4 | 1.5 | -1.4 | -0.6 | -2.6 | -2.2 | -0.5 | -5.0 | -1.1 | -1.2 | -35.3
Cc1cc(C)nc(-n2nc(C)c3c(=O)[nH]c(C(F)(F)F)nc32)n1 | -2.1 | -1.1 | -0.5 | 0.5 | -0.1 | 0.2 | -0.6 | 1.1 | 0.4 | 0.0 | 0.4
